Screening results (PubChem)
EWS-Fli inh = inhibitors of EWS/Fli oncoprotein transcriptional activity; inhibition, % at 12.6 µM; 350,000 compounds, 0.67% hits; A673 NR0B1-luciferase reporter, viability-normalised; AID 651661;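 active means mean inhibition of at least 50% after viability correction, with every replicate also passing that limit; inconclusive means mean reaches 50% but only one of two replicates passes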;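 further: firefly luciferase signal divided by Alamar Blue viability fluorescence both relative to DMSO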
RAD54 inh = blocks human RAD54 Holliday junction branch migration; FAM/BHQ fluorescence; AID 602329; inhibition, % at 10.4 µM; Q92698; 360,000 compounds, 0.14% hits;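 active means mean normalized replicate activity at least 40 and at least half of replicates scoring 40 or more; inconclusive means only one of the two criteria met; inactive means mean below 40 and under half of replicates reaching 40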;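 further: 0% = median of neutral control wells and 100% = median of positive control wells; inhibitors cause a drop in the FAM fluorescence signal; in these data hits start at about 50%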
FN deposition inh = fibronectin deposition inhibition | AH1F fibroblasts, Alexa488-fibronectin deposition fluorescence, overnight | AID 743247 | inhibition, % at 12.6 µM | 350,000 compounds, 0.086% hits;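 active means mean inhibition across replicates of 30% or more, regardless of how many single replicates reach that level; inconclusive means mean under 30% yet at least half of replicates reach 30%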;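 further: positive control wells lacked labelled fibronectin entirely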
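Material: AH1F fibroblast monolayer depositing Alexa488-labelled fibronectin into matrix | Input: 10000 AH1F cells/well | Medium: DMEM plus 2% serum, read in PBS | Reagent: Alexa488-fibronectin, 24 nM final in well | Compound dosing: One dose per compound, pinned | Schedule: 1 h adhesion, overnight exposure | Measured by: Fluorescence at 485 nm excitation, 525 nm emission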
S100A4 inh HTS = blocks human S100A4 binding to myosin IIA peptide; 360,000 compounds, 0.14% hits; P26447; inhibition, % at 10.7 µM; S100A4/TAMRA-MyoIIA peptide fluorescence polarization; AID 652163;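 active means mean inhibition of at least 70% across replicates, with every replicate also reaching that level; inconclusive means mean inhibition reaches 70% but some replicates fall short; inactive means mean inhibition below 70%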
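incubation = readout 5 min after mixing, signal stable up to 60 min | system = S100A4 monomer protein | buffer or medium = HEPES pH 7.2 with CaCl2, KCl, NaCl, DTT, Triton | benchmarks = neutral control DMSO, positive control TFP | also added = fluorescent myosin IIA peptide, 5 nM | compound dosing = one concentration per compound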
E-sel inducer = induces E-selectin expression in human endothelial cells; P16581; HUVEC E-selectin immunofluorescence imaging; normalized: neutral wells 0, TNF-alpha wells 100; activation, % at 7.58 µM; 260,000 compounds, 0.37% hits;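 active means mean E-selectin-positive cell signal at least 10% of the positive control, reached in at least 60% of replicates, without over 20% cell loss; inconclusive means no rule given, readout overlaps actives, possibly toxicity-flagged; inactive means the rest, including those meeting only one limit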;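 further: in these data hits start at about 27%; measured in HUVEC primary endothelial cells; signal is the percent of cells scored E-selectin positive by PE staining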
Target sequence (P16581 whole entry, looked up): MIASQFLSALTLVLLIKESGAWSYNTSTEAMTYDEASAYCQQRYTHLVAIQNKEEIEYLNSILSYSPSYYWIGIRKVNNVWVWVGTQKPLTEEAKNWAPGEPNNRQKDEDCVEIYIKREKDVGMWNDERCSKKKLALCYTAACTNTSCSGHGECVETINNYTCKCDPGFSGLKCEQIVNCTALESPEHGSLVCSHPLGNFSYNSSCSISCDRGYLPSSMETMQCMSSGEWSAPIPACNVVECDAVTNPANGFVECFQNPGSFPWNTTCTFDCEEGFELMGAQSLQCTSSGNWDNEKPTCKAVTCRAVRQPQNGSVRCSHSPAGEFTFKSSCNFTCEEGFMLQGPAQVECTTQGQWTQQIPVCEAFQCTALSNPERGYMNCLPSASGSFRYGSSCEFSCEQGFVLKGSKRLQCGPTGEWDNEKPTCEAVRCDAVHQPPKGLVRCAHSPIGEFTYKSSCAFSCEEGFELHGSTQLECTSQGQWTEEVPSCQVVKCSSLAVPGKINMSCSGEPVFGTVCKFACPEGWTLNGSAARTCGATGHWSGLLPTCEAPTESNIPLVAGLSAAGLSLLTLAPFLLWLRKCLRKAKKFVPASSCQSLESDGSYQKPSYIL
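Read-out basis: % PE-positive cells; Test system: HUVEC primary endothelial cells; Technique: immunofluorescence imaging; Dosing: single-point compound dose.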
esBAF inh = blocks esBAF chromatin remodeling in mouse ES cells; Bmi1-luciferase knock-in reporter, 24 h; 100% = twice the neutral-well signal; AID 602393; reporter increase, % at 12.5 µM; 350,000 compounds, 2% hits; in the data active means activation above about 40%; inconclusive means no clear call, values can overlap the other calls;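 further: 0% = median of the plate's neutral control wells and 100% = double that signal; a rise in the Bmi1 reporter signal indicates esBAF inhibition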
RAD52 inh = RAD52 (human) annealing inhibition. P43351. recombinant RAD52 DNA annealing, FRET fluorescence. inhibition, % at 18.7 µM. 360,000 compounds, 0.46% hits. AID 651710;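 active means every replicate showing at least 50% inhibition; inconclusive means mean inhibition at least 50% but not in every replicate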
Target sequence (P43351 whole entry, looked up): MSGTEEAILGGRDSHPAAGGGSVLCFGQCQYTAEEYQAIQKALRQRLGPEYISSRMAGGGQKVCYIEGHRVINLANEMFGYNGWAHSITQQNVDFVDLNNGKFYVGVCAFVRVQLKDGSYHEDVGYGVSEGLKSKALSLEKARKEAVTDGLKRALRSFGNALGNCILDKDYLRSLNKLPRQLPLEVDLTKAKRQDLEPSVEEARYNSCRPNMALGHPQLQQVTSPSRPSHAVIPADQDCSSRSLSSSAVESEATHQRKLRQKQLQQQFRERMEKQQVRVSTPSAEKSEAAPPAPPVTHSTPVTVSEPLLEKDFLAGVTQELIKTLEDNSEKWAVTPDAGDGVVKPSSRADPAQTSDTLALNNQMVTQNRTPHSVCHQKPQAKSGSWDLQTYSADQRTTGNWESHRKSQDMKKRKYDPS
Xi reactivation = reactivates the inactive X chromosome in mouse fibroblasts; 360,000 compounds, 0.055% hits; activation, % at 7.58 µM; XiGFP mouse fibroblasts, % GFP-positive cells imaging, 3 d; cells co-treated with 5-aza-dC sensitizer; scaled so ellipticine positive control = 100%; AID 743238;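 active means mean normalized replicate activation at least 10% and every replicate at or above 10%; inconclusive means only one of the two criteria met; inactive means mean below 10% and not all replicates reach 10%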;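 further: 0% = median of on-plate neutral control wells and 100% = ellipticine 6 µM median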
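System: 68-5-11 XiGFP fibroblast line | Buffer or medium: DMEM containing 5-aza-dC | Compound: Single point | Times: Compounds 3 days, fix/stain 15 min at room temperature | Benchmarks: Positive control ellipticine, 6 µM final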
* = called active by the depositor; u = inconclusive; x = no result given; & = joins results of further samples.

SMILES	EWS-Fli inh	RAD54 inh	FN deposition inh	S100A4 inh HTS	E-sel inducer	esBAF inh	RAD52 inh	Xi reactivation
COc1ccccc1N1CCC(N2CCN(CC(C)(C)C)C(CCO)C2)CC1 (stereo not given)	0	-12	2	1	-0.3	-13	-20	0.5
CCCNC(=O)C[C@H]1CC[C@@H]2[C@@H](COc3ccc(NC(=O)c4cc(F)cc(F)c4)cc3C(=O)N2C)O1	6	5	-8	x	0.0	7	x	0.2
COc1ccc(CNC(=O)CCS(=O)(=O)c2cc3c(cc2Cl)NC(=O)CO3)cc1	x	1	-12	-1	x	-4	0	0.0
Cc1nc(C)c(C(=O)NNC(=O)c2ccc(Br)cc2)s1	2	x	0	6	-1.4	x	-11	0.0
CN(C)C(=O)c1cccc(-c2ccc(C3[C@H]4CNC[C@@H]3N4Cc3cccc(C(F)(F)F)c3)cc2)c1 (stereo not given in full)	-13&-10	x	-2&-4	-22&35	0.1&0.1	x	7&23	0.0&0.1
Nc1ccc(NS(=O)(=O)c2ccccc2)cc1	1	-8	3	-6	x	-6	-11	0.1
CCC1ON(c2ccccc2)C2c3nc4ccccc4n3CC12 (stereo not given)	-1	7	-2	6	0.0	3	4	0.0
CCc1nc(SCC(=O)Nc2ccccc2C)n[nH]1	x	-18	4	-1	0.0	0	5	0.0
CCOc1ccc(C(=O)OCC(=O)NCC2CCCO2)cc1 (stereo not given)	0	-15	11	0	x	-3	-8	0.0
CC1CCC2(CC1)NC(=O)N(CC(=O)Nc1ccc(F)cc1)C2=O (stereo not given)	-5	-14	6	-3	0.0	-5	-12	0.2
CC1(C)SC(=S)N(/N=C/c2cccnc2)C1N(O)C(=O)NC1CCCCC1 (stereo not given)	7	x	11	-11	-0.1	x	-8	0.0
COc1cccc(-c2cc(C(=O)Nn3cnnc3)c3ccccc3n2)c1	10	2	x	1	x	-27	-7	x
CO[C@@H]1CN(C)C(=O)c2cc(NC(=O)CC(F)(F)F)ccc2OC[C@@H](C)N(CC2CC2)C[C@H]1C	-1	x	1	-3	0.3	x	-7	0.3
CCO[C@@H]1OC(C(=O)NC2CC2)=C[C@H](c2ccc3c(c2)OCO3)[C@H]1CCCO	-7&-7	0	-9	0&-3	0.0	-4	-4&-3	0.0
C[C@@H]1CN([C@@H](C)CO)C(=O)c2cc(NC(=O)CCCN(C)C)ccc2O[C@H]1CN(C)C(=O)Nc1ccc(F)cc1	-6	7	x	-2	-1.2	3	-18	-0.9
O=C(O)c1[nH]c2ccccc2c1C=NCc1ccccc1Cl	5	3	-7	4	0.2	x	-12	0.2
CCCC(=O)Nc1ccc2c(c1)C(=O)N(C)C[C@H](OC)[C@H](C)CN(C(=O)c1ccccc1F)[C@@H](C)CO2	2	3	-2	-1	-0.1	3	-1	0.3
Cc1ccc(CNC(=O)CN2C(=O)NC(C)(c3ccccc3Cl)C2=O)cc1 (stereo not given)	4	x	-8	-7	0.0	x	-15	0.1
CC1(C(=O)NS(C)(=O)=O)CCN1C(=O)Cc1ccc(-c2ccccc2)cc1 (stereo not given)	-4	-13	-2	-1	0.1	0	-5	0.0
CC1CC(=O)Nc2ccccc2N1S(=O)(=O)c1ccc(C(F)(F)F)cc1 (stereo not given)	4	6	x	7	-0.6	-6	-19	0.1
CC(C)NC(=O)N1CC(=O)N2[C@H](CO)[C@H](c3ccc(C#CCN(C)C)cc3)[C@H]2C1	8	x	x	14	-0.2	x	-3	0.0
Cc1ccc(-c2cnc3c(c2)C(=O)N([C@@H](C)CO)C[C@H](C)[C@@H](CN(C)C(=O)c2ccncc2)O3)cc1	-1	-1	5	16	0.1	-7	5	0.1
Cn1c(CSCc2ccc(Cl)cc2)nnc1SCC(=O)Nc1nc2ccccc2s1	x	6	11	x	0.9	2	x	x
N#Cc1ccc(Oc2ccc(S(=O)(=O)N3CCCC3)cn2)cc1	2	x	-6	0	-1.8	x	-5	-0.1
O=C(Nc1cccc(S(=O)(=O)N2CCCC2)c1)[C@@H]1O[C@H](CO)[C@H](O)[C@H](O)[C@H]1O	7	0	14	-1	0.3	-7	4	-0.1
CCC(=O)Nc1ccc2c(c1)OC[C@@H](C)N(Cc1ccccn1)C[C@@H](C)[C@H](OC)CN(C)C2=O	8	5	12	0	-0.2	-4	x	0.0
CC1(C(=O)Nc2ccc3[nH]ncc3c2)CCN1C(=O)Cc1ccc(-c2ccccc2)cc1 (stereo not given)	-3	-10	10	0	0.0	13	-11	0.0
COc1cc(C(=O)Nc2nnc(Cc3ccccc3)s2)cc(OC)c1OC	-2	-3	6	-3	0.2	10	-10	0.0
CC(=O)N1c2ccc(S(=O)(=O)N3CCCC3)cc2CC1C(=O)NCc1ccc(OC(C)C)cc1 (stereo not given)	0	-4	-3	-4	x	2	-11	0.0
CC1CCCCN1CC(=O)Nc1ccc2c(c1)OC(F)(F)O2 (stereo not given)	-13	x	-9	8	2.1	x	-6	0.1
CN(C)C(=O)C[C@H]1C=C[C@@H](NS(=O)(=O)c2ccccc2)[C@H](CO)O1	3	4	2	-23	-0.2	2	-9	0.0
COc1ccc(-c2nn(CCC(=O)O)cc2/C=C2\SC(N)=NC2=O)cc1OC	17	x	14	-2	0.1	x	-118	0.2
O=S(=O)(c1cccc(-c2n[nH]c(=S)n2-c2ccc(OC(F)(F)F)cc2)c1)N1CCOCC1	4	-3	-10	-1	-0.2	-8	1	0.0
CC(C)C#Cc1ccc2c(c1)O[C@H](CN(C)S(C)(=O)=O)[C@@H](C)CN([C@@H](C)CO)S2(=O)=O	-1	4	-7	3	1.1	14	8	-1.2
Cc1cc2ncn(C3CC(O)C(CO)O3)c2cc1C (stereo not given)	-2	3	-11	6	x	-1	0	0.0
O=C(C[C@@H]1CC[C@H]2[C@@H](COC[C@H](O)CN2Cc2cccc(F)c2)O1)NCc1cccc(F)c1	15	7	-1	-2	-0.1	2	10	0.1
CCOC(=O)c1cn(Cc2ccccc2)c2cc(C)nn2c1=O	-9	x	-5	-3	2.8	-4	-1	0.5
C[C@H](CO)N1C[C@H](C)[C@@H](CN(C)S(=O)(=O)c2ccccc2)OCc2ccccc2-c2c(n(C)c3ccccc23)C1=O	14	8	-8	5	0.1	4	16	0.3
CCN(CC)Cc1nc2c(c(=O)[nH]1)C(CC)(CC)Cc1ccccc1-2	15	-2	-1	-2	x	2	-9	0.0
CCCC1(c2ccccc2)NC(=O)N(CC(=O)NCC2COc3ccccc3O2)C1=O (stereo not given)	-3	-10	4	1	0.1	-6	-11	0.1

Copied from the list:
For S100A4 inh HTS, COc1cccc(-c2cc(C(=O)Nn3cnnc3)c3ccccc3n2)c1 reads 1
For esBAF inh, CCCC(=O)Nc1ccc2c(c1)C(=O)N(C)C[C@H](OC)[C@H](C)CN(C(=O)c1ccccc1F)[C@@H](C)CO2 reads 3

(listing goes on)
SMILES	EWS-Fli inh	RAD54 inh	FN deposition inh	S100A4 inh HTS	E-sel inducer	esBAF inh	RAD52 inh	Xi reactivation
CN(CC(=O)Nc1ccccc1C(F)(F)F)C(=O)c1ccc2c(=O)n3c(nc2c1)CCC3	-8	-6	-5	-3	x	-2	-9	0.0
C[C@@H]1CN([C@H](C)CO)C(=O)c2cc(NC(=O)Nc3ccc(C(F)(F)F)cc3)ccc2O[C@@H]1CN(C)Cc1ccccc1	-2	2	x	4	0.9	-3	-16	-0.6
CC(=O)c1ccc(N2CCN(S(=O)(=O)c3ccc4c(c3)CC(C)N4C(=O)C3CC3)CC2)cc1 (stereo not given)	5	5	-15	14	x	-21	-7	0.2
N#Cc1cccnc1N1CCN(C(C(=O)NC2CCCC2)c2ccco2)CC1 (stereo not given)	-1	x	0	-8	3.2	x	-25	0.0
Cc1cccc(C)c1OCC(O)CNC(C)(C)C (stereo not given)	x	-3	8	x	1.3	-8	x	x
CC1=CC(=O)Nc2ccccc2S1	-27	x	-4	-3	0.3	x	-3	0.0
CC(C)c1nc2c(c(=O)c3ccccc3n2C)c(=O)n1CCc1ccccc1	21	4	10	1	x	x	-7	-0.1
CCCN(CCC)CCNC(=O)c1cc2c(=O)n(CC)c3ccccc3c2s1	26	10	0	0	x	x	3	1.3
Cc1ccc2nc(SCC(=O)Nc3ncccn3)[nH]c2c1	-12	x	2	1	1.2	x	-22	-0.2
COc1cc(/C=N/NC(=O)NC23CC4CC(CC(C4)C2)C3)ccc1O	-15	0	3	-6	x	4	-1	0.0
COc1ccc(OC)c(S(=O)(=O)NC(=O)C2(C)CCN2C(=O)Cc2ccc(Cl)cc2Cl)c1 (stereo not given)	-1	-6	6	-4	-0.1	6	-6	0.0
C[C@H](CO)N1C[C@H](C)[C@H](CN(C)C(=O)NC2CCCCC2)Oc2ccc(NS(=O)(=O)c3ccc(F)cc3)cc2C1=O	5	-15	-6	2	u	2	9	-0.1
NC(=O)[C@@H]1[C@H]2C(=O)O[C@H](c3ccccc3)[C@H](c3ccccc3)N2[C@H](c2ccc(O)cc2)[C@@]12C(=O)Nc1ccc(C#CC3=CCCCC3)cc12	-11	-4	x	-17	x	x	3	x
CCOC(=O)C1C(C(=O)OC)=C(c2ccc(F)cc2)c2ccccc2N1S(=O)(=O)C(F)(F)F (stereo not given)	9	6	x	-2	x	-4	-19	0.1
O=C(NCc1ccccc1)C(=O)Nc1cccc(C(=O)O)c1	57*	-6	-3	1	-0.4	-59	-15	-0.1
CSC(=O)NC(=O)NC(=O)c1ccc([N+](=O)[O-])cc1	0	6	-3	-1	x	-1	-9	0.0
CCSc1nnc(N2C(=O)C(O)=C(C(=O)c3ccco3)C2c2cccc(OC)c2)s1 (stereo not given)	1	-22	-5	6	x	11	-123	0.0
CCOC(=O)c1cccc(NC(=O)COc2nsnc2N2CCOCC2)c1	-15	5	-1	-4	x	1	-23	0.0
O=C(CSCc1c(F)cccc1Cl)NCc1cccnc1	1	1	-5	3	x	x	-19	-0.1
C=CCN1C(=O)C2C(C(=O)NC3CCCC3)C3(C)C=CC2(O3)C1C(=O)NC1CCCC1 (stereo not given)	0	6	6	1	x	8	-22	0.1
C[C@H](CO)N1C[C@H](C)[C@H](CN(C)CC2CCCCC2)Oc2ccc(NS(=O)(=O)c3ccccc3)cc2C1=O	7	-31	x	4	0.5	-3	-13	0.2
C/C(=N/NC(=O)C1CCCC1)c1ccc(NC(=O)C(F)(F)F)cc1	-8	-8&14	2	-2	1.6	-1	-11	0.0
O=C(c1ccc2nsnc2c1)N1CCN(c2ccc([N+](=O)[O-])cc2)CC1	x	-1	-2	0	x	-2	-13	0.0
